High-throughput results as filed in PubChem BioAssay.
HEK293 cAMP cs – counter-screen for TSHR agonists: cAMP increase in parental HEK293 | Potency, µM (series often up to 57.1 µM), for inactives: top-dose activation, most hits filed as activators | parental HEK293 CNG cAMP sensor, membrane potential fluorescence | 73,000 tested, 2.5% active; also: potency is read from the fitted curve at half-maximal effect; % of control where 0% means no effect; nearly all actives have a fitted effect of over 55% in size
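Counterscreen for endogenous-receptor signalling: CNG-channel HEK 293 cells report cAMP rise by membrane depolarization. After 60 min dye equilibration with 100 uM RO 20-1724, compounds incubated 30 min before bottom-read fluorescence at 590 nm.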
BRCT inh green – BRCA1 BRCT-phosphoprotein interaction inhibition; Potency, µM (titrated, usually from 76.9 µM), without a hit: at the highest dose activity change, negative = inhibition, hits mostly inhibitors; 75,000 tested, 0.05% active; AID 875; P38398; BRCA1 BRCT-phosphopeptide binding, green fluorescence polarization;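 also: potency is read from the fitted curve at half-maximal effect; plate controls were peptide without protein for full effect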
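Fluorescence polarization: His-tagged BRCT (~35 kDa BRCA1 C-terminus, 250 nM) bound to 100 nM fluorescein-labeled phosphorylated 10-aa BACH1 peptide, pH 7.3 phosphate buffer with DTT and Tween 20. Compounds incubated 12 min at room temperature; inhibition read as lowered polarization.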
Rhodamine fluor – compound fluoresces in the rhodamine spectral region; Rhodamine-region fluorescence, 547/598 nm, Tris buffer; hits give high values; 59,000 tested, 0.05% active; AID 594; max dye-equivalent concentration, M; in the data active = max dye-equivalent concentration above about 11 nM; inconclusive = between about 1.1 nM and that limit
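Steps: pin-transfer compounds into pH 8.0 Tris (100 mM), hold 15 min at room temperature, image with a 547/598 nm filter pair, and convert intensities to rhodamine-equivalent concentration using a six-point on-plate rhodamine series.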
Caspase-1 inhib – blocks human caspase-1 allosterically or competitively. Potency, µM (top dose mostly 57.5 µM), inactives show at the highest dose activity change, negative = inhibition, most hits filed as inhibitors. P29466. AID 900. 75,000 tested, 0.03% active. Caspase-1 enzyme, Ac-WEHD-AFC fluorogenic rate;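 also: potency is read from the fitted curve at half-maximal effect; plate controls were vehicle for no effect and no substrate for full effect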
BRCT inh red – inhibitors of human BRCA1 BRCT-phosphoprotein interaction (red fluorophore); 75,000 tested, 0.03% active; Potency, µM (top dose mostly 76.9 µM), for the others: at the top dose activity change, negative = inhibition, most hits filed as inhibitors; BRCT-phosphopeptide binding, red fluorescence polarization; AID 892; also: % is scaled to controls: 0 for no effect and ±100 for the full control effect
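Rhodamine-labelled pBACH1 10-mer (100 nM) bound to BRCT domain (100 nM) at pH 7.3; compounds incubated 12 min room temperature, polarization read. Free peptide defines full inhibition; unlabelled decapeptide titrated as control.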
15-hLO inh – inhibitors of human 15-lipoxygenase (ALOX15). P16050. purified 15hLO-1, xylenol orange hydroperoxide absorbance. Potency, µM (top dose mostly 57.1 µM), for inactives: top-dose activity change, negative = inhibition, hits mostly inhibitors. 74,000 tested, 1.4% active; also: potency is read from the fitted curve at half-maximal effect; % is scaled to controls: 0 for no effect and ±100 for the full control effect; nearly all actives have a fitted effect of over 55% in size
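Purified human 15hLO-1 (40 nM final) in 25 mM Hepes pH 7.5, 0.01% Triton X-100 was preincubated with compound 15 min at room temperature, then reacted 6 min with 50 uM arachidonic acid; hydroperoxide detected by Fe-XO, 573/405 nm absorbance ratio.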
USP2a inhib – USP2a (human) protease inhibition; Potency, µM (series often up to 38.3 µM), for inactives: at the top dose activity change, negative = inhibition, most hits filed as inhibitors; USP2a enzymatic assay, qHTS inhibition; O75604; AID 927; 60,000 tested, 0.1% active;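 also: potency is read from the fitted curve at half-maximal effect; nearly all actives have a fitted effect of over 60% in size; plate controls were DMSO for no effect and NEM full inhibition control for full effect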
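USP2 core (20 nM final) was preincubated with compound for 30 min at RT in 20 mM Tris-HCl pH 8.0, 2 mM CaCl2, 2 mM beta-mercaptoethanol; Ub-PLA2 (20 nM) plus NBD C6-HPC (20 uM) then added, fluorescence read after 2.5 h.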
Pol III holo inh – inhibitors of bacterial DNA polymerase III holoenzyme | reconstituted DNA polymerase III holoenzyme replication, biochemical | Potency, µM (doses to about 57.1 µM), inactives show top-dose activity change, negative = inhibition | 71,000 tested, 0.25% active | AID 603; also: potency is read from the fitted curve at half-maximal effect; % is scaled to controls: 0 for no effect and ±100 for the full control effect
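Reconstituted *E. coli* holoenzyme (0.35 nM Pol III, 1 nM beta, 154 nM SSB, 2 nM primase) was preincubated with compound for 15 min at RT. Synthesis on 1.4 nM ssM13Gori ran 35 min, then was stopped with PicoGreen/EDTA and read as dsDNA fluorescence.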
Tau filament bind – binds recombinant human tau filaments | P10636 | recombinant tau filaments, thioflavin S fluorescence, 15 h; filaments grown with octadecylsulfate alongside compound | Potency, µM (titrated, usually from 57.1 µM), for the others: top-dose activity change, negative = inhibition | 71,000 tested, 2% active;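 also: potency is read from the fitted curve at half-maximal effect; % is scaled to controls: 0 for no effect and ±100 for the full control effect; actives lower thioflavin S fluorescence by blocking filaments or displacing dye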
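Recombinant tau protein (human, 1 uM final) plus 30 uM ODS in HEPES pH 7.4 with NaCl, DTT and thioflavine S. Compound present from the start; fluorescence at 510 nm after 15 h, 37 C.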
HADH2 inhib – blocks human hydroxyacyl-CoA dehydrogenase type II; Q99714; recombinant HADH2, NADH fluorescence, beta-hydroxybutyryl-CoA; Potency, µM (series often up to 57.1 µM), for inactives: at the highest dose activity change, negative = inhibition, hits mostly inhibitors; 73,000 tested, 3.4% active; also: potency is read from the fitted curve at half-maximal effect; % is scaled to controls: 0 for no effect and ±100 for the full control effect; nearly all actives have a fitted effect of over 60% in size; many of its hits are not listed in these tables
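Buffer 100 mM Tris-HCl pH 9.0/0.01% Tween-20; HADH2 20 nM; NAD+ 1 mM; beta-hydroxybutyryl-CoA 90 uM (all final). 15 min cpd preincubation, RT.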
Casp7 inh – blocks human caspase-7 allosterically or competitively; Potency, µM (highest dose often 57.5 µM), without a hit: top-dose activity change, negative = inhibition, usual class: inhibitors; P55210; recombinant caspase-7, Ac-DEVD-AFC fluorescence rate; 75,000 tested, 0.02% active; active = well fitted inhibition curve with a large enough effect in the main read-out, with a control signal flat, not every such curve was filed as active; inconclusive = small, poorly fitted or top-dose-only effect, or a change in a side signal; also: potency is read from the fitted curve at half-maximal effect; % of control where 0% means no effect
Active calls of the source: *; i = inactive; u = inconclusive; x = not tested or not shown; & = joins results of further samples; [ ] = remark or other dose. Unless noted, calls follow the shape of the dose curve; as a rule, active = well fitted curve in the direction sought with a large enough effect; inconclusive = small, poorly fitted or top-dose-only effect, or another doubt; inactive = no such curve, though single readings can be large; an effect the other way counts as inactive or inconclusive. An excerpt, so the mix of outcomes need not match the whole.

SMILES	HEK293 cAMP cs	BRCT inh green	Rhodamine fluor	Caspase-1 inhib	BRCT inh red	15-hLO inh	USP2a inhib	Pol III holo inh	Tau filament bind	HADH2 inhib	Casp7 inh
Cc1[nH]c(=O)[nH]c(=O)c1S(=O)(=O)N1CCN(c2cccc(Cl)c2)CC1	-7%	-0.4%	i	2%	-0.5%	2%	3%	1%	0%	-5%	0%
CN1CCCC2(CCN(C(=O)c3cccc(F)c3)CC2)C1	17%	-3.4%	i	0%	-0.1%	-2%	13%	3%	13%	3%	2%
Cc1ccc(-c2cnc(N)n2C)cc1C	0%	-1.6%	i	-2%	-0.2%	16%	40%[activator]	-7%	-10%	9%	-3%
Cc1ccccc1-c1ccc(=O)n(CC(=O)Nc2ccc(N3CCOCC3)cc2)n1	-1%	-1.1%	i	-4%	-0.8%	-7%	38%[activator]	1%	-20%	-11%	0%
COC(=O)c1cc(OC)c(OC)cc1NC(=O)c1ccco1	u	-2.5%	i	2%	0.0%	-13%	7%	-7%	12%	u	1%
Cc1ccc(C(=O)CSc2n[nH]c(C)n2)cc1	u	0.0%	x	-1%	0.3%	0%[11.4 µM]	2%[7.66 µM]	-1%[11.4 µM]	8%[11.4 µM]	-3%[11.4 µM]	4%
c1ccc2c(c1)CC(N1CCCCC1)c1ccccc1N2 (stereo not drawn)	16%	-2.5%	x	-4%	-0.4%	-27%	x	x	x	4%	1%
COc1ccc(CCNC(=O)CSc2nc3c(c(=O)n(C)c(=O)n3C)n2C(C)C)cc1OC	2%	-2.4%	i	-1%	-0.3%	4%	-4%	-4%	3%	-5%	1%
CCOC(=O)c1ccccc1NC(=O)CSc1ncc(C(=O)OCC)c(N)n1	20µM*	1.6%	i	-4%	0.8%	-17%	-7%	-5%	5%	-5%	5%
O=C(NCc1cccc2ccccc12)[C@H]1C[C@@H]1[C@H](NP(=O)(c1ccccc1)c1ccccc1)c1ccccc1	u	3.0%	x	5%	0.2%	x	x	-4%	30%	10%	3%
O=c1c2nnn(Cc3ccccc3)c2ncn1-c1ccccc1	6%	-1.9%	i	0%	1.6%	4%	1%	-8%	-19%	16%	0%
COc1cc(OC)cc(-n2nc(C(=O)NCCCN3CCOCC3)c3ccccc3c2=O)c1	0%	4.0%	i	1%	0.0%	-6%	0%	-2%	4%	11%	0%
CC(N)CCCC(C)(C)O (stereo not drawn)	x	-1.9%[3.08 µM]	x	-1%	-0.2%	7%	1%	x	x	x	-1%
CC(C)(C)OC(=O)N1CC(O)CC1C(=O)OCC(=O)c1ccc(Cl)cc1 (stereo not drawn)	-6%	0.3%	i	0%	0.6%	-2%	10%	-4%	2%	18%	-2%
CC(=O)Nc1nonc1NC(=O)CSc1ccccn1	1%	-2.6%	i	1%	-1.3%	4%	0%	2%	-8%	4%	-2%
CC(=O)C1C(c2cccc(F)c2)NC(=O)NC1(O)C(F)(F)F (stereo not drawn)	0%	-0.7%	i	1%	-0.7%	6%	2%	3%	-1%	7%	2%
CCOP(=O)(c1ccc(N(C)C)cc1)C(O)c1ccccc1OC (stereo not drawn)	2%	-1.9%	i	1%	-0.8%	-3%	-4%	-7%	-1%	4%	0%
C(=N\n1cnnc1)/c1ccc(N2CCOCC2)s1	16%	-1.3%	i	u	-0.1%	-25%	-5%	-5%	-7%	-15%	u
Cc1nc2ccccc2c(=O)n1CCCn1ccnc1	6%	1.7%	i	-4%	-4.9%	17%	-6%	5%	2%	-2%	1%
O=C(CSCc1ccc(Cl)cc1)NCC1CCCO1 (stereo not drawn)	3%	-2.7%	x	-1%	0.8%	8%	9%	-10%	-10%	2%	1%

Next part.
SMILES	HEK293 cAMP cs	BRCT inh green	Rhodamine fluor	Caspase-1 inhib	BRCT inh red	15-hLO inh	USP2a inhib	Pol III holo inh	Tau filament bind	HADH2 inhib	Casp7 inh
COc1ccccc1N1CCN(C(=O)C(C)N(c2ccc(C)c(C)c2)S(C)(=O)=O)CC1 (stereo not drawn)	6%	-4.3%	i	-1%	-0.6%	7%	13%	4%	3%	0%	-1%
O=S(=O)(c1cccs1)N1CCC(Cc2ccccc2)CC1	24%	2.9%	i	0%	-0.2%	-1%	-9%	-4%	6%	6%	-1%
CN(C(=O)c1cccc(C#N)c1)c1nnc(C2CCCO2)s1 (stereo not drawn)	2%	-2.1%	i	0%	0.5%	-1%	5%	-3%	-6%	-17%	0%
C[C@H]1C2=C3C(CC[C@H]4C(OCc5ccc(F)cc5C(F)(F)F)OC[C@](C)([C@@H]34)N(C(=O)OC(C)(C)C)C2)C2COC(=O)OCC21 (stereo partly drawn)	16%	0.0%	x	-3%	1.5%	x	x	2%	31%	15%	-5%
COc1cc(C2Nc3ccc4ncccc4c3C3=C2C(=O)CCC3)cc(OC)c1O (stereo not drawn)	-6%	-8.2%	i	2%	-2.5%	-3%	9%	-1%	21%	u	0%
CSC1=C(C#N)C(c2cccc(Br)c2)CC(=O)N1 (stereo not drawn)	8%	-0.5%	i	1%	-0.5%	-17%	-3%	1%	-2%	-8%	-1%
COc1cc(OC)cc(-c2nnc(SCC(=O)N(Cc3ccccc3)C(C)(C)C)o2)c1	u	-0.3%	i	-2%	0.8%	-13%	-15%	-1%	26%	1%	-8%
NC(=O)c1ncn(C2OC(CO)C(O)C2O)c1N (stereo not drawn)	x	0.7%	x	0%	0.3%	-7%	-13%	x	x	x	1%
CS(=O)(=O)N(CCc1ccccc1)CC(=O)N1CCN(c2ccccc2F)CC1	u	-3.1%	i	-9%	-2.9%	4%	2%	3%	-5%	0%	0%
COc1ccc(CCNC(=O)CN2C(=O)C3(OCCCO3)c3ccccc32)cc1OC	12%	0.3%	i	0%	-0.5%	-10%	4%	-1%	-2%	2%	0%
Cc1ccc(C(C(=O)NC2CCCC2)N2CCCCC2)cc1 (stereo not drawn)	11%	-2.8%	x	-3%	-1.1%	8%	x	6%	-26%	6%	0%
CC1(C)CC(=O)C(C=NCC2CCN(C(=O)Nc3ccccc3)CC2)=C(O)C1	-9%	-0.7%	x	-2%	-0.9%	9%	x	x	x	-10%	-1%
Nc1ccc2oc(CCc3ccccc3)nc2c1	-2%	-3.7%	i	-1%	-0.5%	4%	12%	-6%	-20%	-7%	0%
Cc1ccc(CNC(=O)C2CCC(=O)N2C2CCCCC2)cc1 (stereo not drawn)	11%	-0.7%	i	1%	0.9%	8%	6%	-5%	2%	5%	-1%
COc1ccc(O[C@H]2C=C[C@@H](c3ccccc3)O[C@H]2COC(=O)CC/C(C)=N\O[C@@H](C)CN2CCCCc3nc(C)c(C)cc32)cc1	6%[11.4 µM]	-0.5%[15.4 µM]	x	-1%[11.5 µM]	-0.1%[15.4 µM]	-5%[11.4 µM]	x	x	x	-2%[11.4 µM]	-1%[11.5 µM]
C/C(CCC(=O)OC[C@@H]1O[C@H](C#Cc2ccccc2)C=C[C@@H]1Oc1ccc(C)cc1)=N/O[C@@H](C)c1cn([C@H](CO)Cc2ccccc2)nn1	15%&23%[11.4 µM]	-0.4%&-2.7%[15.4 µM]	x	0%&-3%[11.5 µM]	1.0%&1.5%[15.4 µM]	-1%&-4%[11.4 µM]	x	x	x	5%&9%[11.4 µM]	-1%&0%[11.5 µM]
Cc1noc(/C=C/N(C)C)c1S(=O)(=O)N1CCCC(C(=O)NC2CCCCC2)C1 (stereo not drawn)	-2%	-1.7%	x	-3%	2.2%	-12%	x	0%	61%	-23%	-3%
COc1ccc(-c2cc(N3CCCC3)n3ncnc3n2)cc1	25%	4.8%	i	-8%	-7.3%	-25%	10%	-9%	43%	-3%	0%
CCCCC(=O)NC1(C(F)(F)F)C(=O)Nc2c1c(=O)[nH]c(=O)n2Cc1ccco1 (stereo not drawn)	10%	0.5%	i	-4%	0.8%	2%	3%	-2%	-32%	1%	-4%
Nc1nnc(Cc2c[nH]c3ccccc23)s1	5%	2.5%	i	-3%	-1.3%	-9%	4%	-3%	-10%	-14%	-1%
Cc1nc(N)sc1-c1csc(Nc2ccccn2)n1	-23%	0.1%	x	-5%	-0.3%	-1%	38%[activator]	-3%	25µM*	u	-2%
